FBA Mtb inh: Mtb fructose-bisphosphate aldolase inhibition; inhibition, % at 1 µM; P9WQA3; 2.3% of 360,000 active; purified M. tuberculosis FBA, fluorescence read-out; in the data active means inhibition above about 27%;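 further: 0% = vehicle and 100% = reference inhibitor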
Mtb BioA inh: BioA (M. tuberculosis) enzyme inhibition; purified M. tuberculosis BioA enzyme, plate reader; inhibition, % at 9.99 µM; 0.096% of 360,000 active; AID 602481; in the data active means inhibition above about 40%; inconclusive means no clear call, values can overlap the other calls
Rv3671c protease: inhibitors of M. tuberculosis serine protease Rv3671c | P9WHR9 | inhibition, % at 5.96 µM | 0.048% of 320,000 active | AID 2606; in the data active means inhibition above about 38%;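 further: extracellular domain of Rv3671c used as enzyme; 0% = enzyme with DMSO and 100% = no enzyme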
Target sequence (P9WHR9 whole entry, looked up, the tested form may be a part): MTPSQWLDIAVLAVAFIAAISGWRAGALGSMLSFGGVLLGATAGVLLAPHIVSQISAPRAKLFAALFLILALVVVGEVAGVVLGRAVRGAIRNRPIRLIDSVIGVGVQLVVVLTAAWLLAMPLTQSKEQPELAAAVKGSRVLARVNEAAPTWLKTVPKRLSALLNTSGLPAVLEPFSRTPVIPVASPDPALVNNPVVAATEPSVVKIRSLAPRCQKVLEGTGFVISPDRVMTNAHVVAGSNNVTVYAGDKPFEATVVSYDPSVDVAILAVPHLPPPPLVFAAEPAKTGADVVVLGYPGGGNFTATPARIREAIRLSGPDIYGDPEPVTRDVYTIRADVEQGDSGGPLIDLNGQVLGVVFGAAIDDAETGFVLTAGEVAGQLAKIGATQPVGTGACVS
BoNT F protease: blocks Botulinum neurotoxin F light chain protease; Multiplex microsphere protease cleavage assay, flow cytometry; inhibition, % at 10 µM; 0.22% of 360,000 active; AID 588497; in the data active means inhibition above about 35%, passing the limit was not always enough; inconclusive means no clear call, values can overlap the other calls; further: plate controls were buffer without enzyme for full effect and enzyme alone for no effect
MazF activator: activators of E. coli MazEF toxin-antitoxin RNase | FAM/BHQ RNA-DNA oligo cleavage fluorescence, 5 h | activation, % at 20 µM | 0.32% of 350,000 active; in the data active means activation above about 50%
Target sequence (P0AE70 whole entry, looked up): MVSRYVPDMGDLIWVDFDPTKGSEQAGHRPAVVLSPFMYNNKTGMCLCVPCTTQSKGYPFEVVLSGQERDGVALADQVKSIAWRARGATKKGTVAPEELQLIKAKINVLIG
GDH-TPI counter: inhibits GDH-TPI coupling enzymes, artifact for Mtb FBA screen | GDH-TPI coupled enzyme counterscreen, NADH absorbance | inhibition, % at 4.8 µM | 1.2% of 360,000 active | AID 588335; in the data active means inhibition above about 30%;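 further: 0% = DMSO wells and 100% = wells lacking the enzyme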
PrPC surface inh: cell surface PrPC inhibition, primary TR-FRET screen; TR-FRET read-out; inhibition, % at 13.8 µM; 0.43% of 370,000 active; in the data active means inhibition above about 24%; further: 0% = median of the test wells and 100% = reference compound wells
Mtb UGM inh: blocks M. tuberculosis UGM enzyme; P9WIQ1; purified UGM, fluorescence polarization probe displacement; inhibition, % at 10 µM; 0.06% of 320,000 active; AID 504406; in the data active means inhibition above about 10%, passing the limit was not always enough; inconclusive means no clear call, values can overlap the other calls
Target sequence (P9WIQ1 whole entry, looked up): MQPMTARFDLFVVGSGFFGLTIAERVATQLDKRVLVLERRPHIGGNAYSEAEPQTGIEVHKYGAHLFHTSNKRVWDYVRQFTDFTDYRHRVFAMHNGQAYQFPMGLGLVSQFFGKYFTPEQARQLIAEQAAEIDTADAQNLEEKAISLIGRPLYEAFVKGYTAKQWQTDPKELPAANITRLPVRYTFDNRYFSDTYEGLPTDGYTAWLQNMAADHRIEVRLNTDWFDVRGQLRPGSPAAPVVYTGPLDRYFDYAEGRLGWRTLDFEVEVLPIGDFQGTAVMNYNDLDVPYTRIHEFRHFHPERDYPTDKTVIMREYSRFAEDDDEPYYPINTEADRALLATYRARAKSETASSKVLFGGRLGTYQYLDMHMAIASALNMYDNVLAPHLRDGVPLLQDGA
FadD28 FP inh: blocks FadD28 binding to the bisubstrate probe; fluorescence polarization; inhibition, % at 12.5 µM; 0.22% of 360,000 active; in the data active means inhibition above about 8.5%, passing the limit was not always enough; inconclusive means no clear call, values can overlap the other calls
* = called active by the depositor; u = inconclusive; x = no result given.

SMILES | FBA Mtb inh | Mtb BioA inh | Rv3671c protease | BoNT F protease | MazF activator | GDH-TPI counter | PrPC surface inh | Mtb UGM inh | FadD28 FP inh
Cc1ccc(C2CC2C(=O)NN)cc1 (stereo not given) | -1.7 | -1.8 | 5.8 | -5.1 | -5.1 | -2.9 | 4.3 | 0.7 | -3.2
O=C(O)c1ccc(CSc2nnc(-c3ccc(Cl)cc3)o2)cc1 | -0.7 | -1.2 | 0.8 | -2.9 | -1.5 | -15.4 | 5.4 | -0.5 | -4.1
O=c1cc(CSc2ccccc2)[nH]c(=S)[nH]1 | -1.9 | 1.4 | -1.7 | -6.6 | 0.1 | 1.8 | -14.1 | 0.0 | -0.3
Cc1cc(C)cc(CC(=O)N2CCC2(C)C(=O)NS(=O)(=O)c2cc(C)ccc2F)c1 (stereo not given) | 0.6 | -2.0 | x | -4.6 | x | 0.9 | -6.8 | x | -0.8
OCCCCCNc1ncnc2ccccc12 | -3.1 | -0.1 | -2.1 | -3.2 | 6.0 | -0.8 | 2.2 | -0.7 | -3.2
CCCc1cc(C(N)=O)c(NC(=O)C2CCCO2)s1 (stereo not given) | 3.5 | -2.2 | 4.9 | -1.8 | 1.8 | 2.0 | -5.4 | 1.9 | -4.4
CC1=CCC2(CO)COC(c3ccccc3O)C1C2 (stereo not given) | -2.1 | -1.8 | -9.3 | -32.9 | -1.7 | -2.5 | 7.8 | 2.0 | -2.7
c1ccc(-c2ccc(C3=Nn4c(Cn5nnc6ccccc65)nnc4SC3)cc2)cc1 | 3.7 | 3.0 | -15.5 | -4.7 | -3.8 | 9.8 | -0.2 | -0.4 | -5.1
COC(=O)CSc1nnc(CNC(=O)c2ccccc2OC)n1-c1ccc(OC)cc1 | -0.1 | x | 2.8 | -6.1 | 2.0 | 0.3 | x | -0.7 | -0.3
O=[N+]([O-])c1ccc(Oc2cccnc2)nc1 | 0.9 | x | 12.4 | -1.1 | -10.8 | 16.9 | -18.4 | 3.6 | -2.2
COc1ccc(C(=O)N[C@H](C(=O)OCn2nnc3ccccc3c2=O)C(C)C)cc1 | -2.4 | 0.0 | x | 12.3 | 2.6 | 3.2 | 3.4 | x | 0.2
COC(=O)C(Cc1ccc(O)cc1)NC(=O)C1CCN(S(=O)(=O)c2ccc(C)cc2)CC1 (stereo not given) | 1.0 | -1.9 | -12.1 | 1.3 | 8.1 | -8.6 | -2.4 | 2.7 | -1.0
COc1cc(C(CCN2CCCC(C)C2)c2c(OC)cc(OC)c3c(-c4ccccc4)cc(=O)oc23)cc(OC)c1OC (stereo not given) | -1.9 | -0.5 | -10.6 | -10.2 | 9.5 | 2.2 | x | -1.7 | -4.8
CCNc1nc(N)nc(Oc2ccc(OCCOc3ccccc3)nn2)n1 | -2.7 | 0.2 | -1.0 | -12.2 | 8.9 | 4.1 | -10.7 | 0.9 | -0.2
Cc1ccc(N2CC(C(=O)Nc3nnc(SCC(N)=O)s3)CC2=O)cc1C (stereo not given) | -0.7 | -2.9 | 1.5 | 5.7 | -2.1 | -6.2 | -1.5 | 0.4 | -0.2

In the list so far, these have two or more sulfur atoms:
SMILES | FBA Mtb inh | Mtb BioA inh | Rv3671c protease | BoNT F protease | MazF activator | GDH-TPI counter | PrPC surface inh | Mtb UGM inh | FadD28 FP inh
O=c1cc(CSc2ccccc2)[nH]c(=S)[nH]1 | -1.9 | 1.4 | -1.7 | -6.6 | 0.1 | 1.8 | -14.1 | 0.0 | -0.3
Cc1ccc(N2CC(C(=O)Nc3nnc(SCC(N)=O)s3)CC2=O)cc1C (stereo not given) | -0.7 | -2.9 | 1.5 | 5.7 | -2.1 | -6.2 | -1.5 | 0.4 | -0.2

Complete entries, looked up by structure:
`Cc1cc(C)cc(CC(=O)N2CCC2(C)C(=O)NS(=O)(=O)c2cc(C)ccc2F)c1` (stereo not given) as listed: FBA Mtb inh: 0.6; Mtb BioA inh: -2.0; Rv3671c protease: x; BoNT F protease: -4.6; MazF activator: x; GDH-TPI counter: 0.9; PrPC surface inh: -6.8; Mtb UGM inh: x; FadD28 FP inh: -0.8
`COC(=O)CSc1nnc(CNC(=O)c2ccccc2OC)n1-c1ccc(OC)cc1` as listed: FBA Mtb inh: -0.1; Mtb BioA inh: x; Rv3671c protease: 2.8; BoNT F protease: -6.1; MazF activator: 2.0; GDH-TPI counter: 0.3; PrPC surface inh: x; Mtb UGM inh: -0.7; FadD28 FP inh: -0.3

(more compounds)
SMILES | FBA Mtb inh | Mtb BioA inh | Rv3671c protease | BoNT F protease | MazF activator | GDH-TPI counter | PrPC surface inh | Mtb UGM inh | FadD28 FP inh
CCN(CC)S(=O)(=O)c1ccc(Cl)c(NC(=O)c2cc(Cl)cc(Cl)c2)c1 | -0.8 | x | 4.7 | -8.7 | -10.0 | -1.1 | -6.0 | 1.1 | -2.9
CCOC(=O)CC(Nc1nc(N2CCOCC2)nc(N2CCOCC2)n1)c1ccccc1Cl (stereo not given) | 3.1 | 0.7 | 1.0 | -23.7 | -12.0 | 5.2 | -3.2 | -1.6 | 1.5
COc1ccc(NC(=O)NS(=O)(=O)c2ccc(C)cc2)c(OC)c1 | -0.3 | -1.5 | -0.1 | -44.8 | 0.2 | 11.7 | -8.2 | -2.4 | -4.6
Cc1ccc(COC(=O)c2cc(S(=O)(=O)N3CCCCC3)ccc2N2CCOCC2)cc1 | 15.4 | x | -4.0 | -11.4 | -0.6 | 6.5 | 14.1 | 0.4 | -0.8
C(=NN1CCCCCC1)c1ccc2ccccc2n1 | 1.6 | -0.4 | x | 6.6 | -9.8 | 19.0 | 0.7 | x | 1.6
O=C(CCS(=O)(=O)c1ccc(Br)cc1)NCc1ccc(F)cc1 | 3.4 | -0.8 | 3.0 | -4.8 | -17.2 | 4.5 | 1.4 | 1.0 | -1.8
CC(=O)c1c(C)[nH]c(C(=O)CSc2nc3ccccc3n2C)c1C | -0.1 | x | -17.1 | -3.8 | 15.0 | 14.3 | 6.6 | -2.7 | -0.5
CCOC(=O)CCC(=O)Nc1ccc(S(=O)(=O)Nc2cc(OC)nc(OC)n2)cc1 | 1.0 | 0.5 | 3.6 | u | 4.3 | -8.4 | -0.4 | -0.6 | -0.9
CN(C)CCN(C(=O)c1ccc2ccccc2c1)c1nc2c(F)cccc2s1 | 6.0 | 3.6 | -2.2 | -4.3 | -17.4 | 5.6 | -1.4 | 2.6 | -2.3
Cc1ccc(C(C(=O)NC(C)(C)C)N(CC2CCCO2)C(=O)Cn2nnc(-c3ccc(C)o3)n2)cc1 (stereo not given) | 0.5 | x | -4.1 | 0.9 | -0.7 | 4.3 | -1.0 | -1.6 | -0.6
COC(=O)C(CSCc1ccccc1)NC(=O)CSc1nc(C)cc(=O)[nH]1 (stereo not given) | -1.2 | x | 2.1 | -1.5 | 2.7 | 1.3 | 4.1 | 0.4 | -20.2
COc1ccc(NC(=O)c2c(C)nn(-c3ccccc3)c2Cl)cc1 | 0.8 | 14.1 | 1.4 | -5.3 | -3.1 | 21.4 | 1.1 | 0.0 | -0.6
CCN(C(=O)CN1CCN(c2cccc(Cl)c2)CC1)c1c(N)n(Cc2ccccc2)c(=O)[nH]c1=O | 4.9 | x | 6.0 | -7.9 | 3.3 | 6.3 | -6.9 | 5.6 | -2.8
Cc1ccc(-n2c(C)nc3cc(Cl)ccc3c2=O)nc1 | 0.1 | 1.8 | 4.0 | 4.6 | 0.9 | 5.6 | -0.6 | 0.3 | -0.7
Cn1c(Cl)nc2c1c(=O)n(Cc1cccc(Br)c1)c(=O)n2C | 0.5 | -0.3 | -7.1 | -0.9 | 2.1 | 0.0 | -1.3 | 0.1 | -2.7
COc1ccc(-n2c(C)nc3c(cnn3-c3ccc(Cl)cc3)c2=O)cc1 | -6.5 | 8.0 | -1.4 | 2.9 | 4.6 | -11.3 | 8.3 | 1.9 | -3.8
CC1Cc2ccccc2N1C(=O)CCS(=O)(=O)c1ccc2c(c1)NC(=O)CS2 (stereo not given) | -2.5 | 21.0 | 6.1 | -2.6 | -8.8 | 1.7 | -6.5 | 3.1 | 0.3
CCOc1ncccc1C(=O)OCC(=O)Nc1cccc(S(=O)(=O)N2CCCCCC2)c1 | 5.4 | -3.0 | -9.2 | -5.3 | 0.2 | 17.8 | 5.2 | 0.0 | -0.8
Cc1cccc(OC(C)C(=O)Nc2nc(-c3cccnc3)cs2)c1 (stereo not given) | -2.9 | 1.7 | x | 0.9 | 1.8 | 4.9 | 1.6 | x | -0.1
Nc1c(Cl)ncnc1NCC(O)CO (stereo not given) | -2.3 | x | -1.1 | 2.0 | 5.9 | -11.0 | 8.9 | 1.0 | -3.7
Cc1cc(NC(=O)CN2C(=O)NC(C)(c3ccccc3)C2=O)no1 (stereo not given) | -3.6 | 0.4 | 1.4 | 2.9 | 14.1 | -11.2 | -4.5 | 3.7 | -2.1
CC(O)(c1cccnc1)c1nc(-c2ccc(S(C)(=O)=O)cc2)cs1 (stereo not given) | -0.3 | -2.1 | x | -2.9 | x | 4.4 | 0.2 | x | -0.1
COC(=O)c1cc(CSc2ncnc3sccc23)oc1C | -0.5 | 1.9 | -0.8 | -14.0 | -2.5 | 9.7 | 12.1 | 2.1 | x
CCOc1ccc(N/C(N)=N/c2nc(CSc3nnnn3-c3ccccc3)cc(=O)[nH]2)cc1 | 3.1 | 0.0 | 2.5 | -1.8 | -11.1 | -11.1 | -4.5 | -0.6 | -1.8
COc1cccc(CNC(=O)CN(C)S(=O)(=O)c2cccc3cccnc23)c1 | -0.4 | -1.7 | -2.2 | -1.3 | 0.4 | 8.1 | 4.4 | -0.4 | -0.4
COc1cc(C(C(=O)Nc2c(C)cccc2C)N(C)C(=O)c2ccc(-n3cnnn3)cc2)ccc1O (stereo not given) | 0.0 | -0.6 | -3.5 | -6.4 | 7.3 | 2.4 | -0.7 | -0.1 | -1.9
CC(NC(=O)c1cccc(F)c1)C1CC2CCC1C2 (stereo not given) | 2.6 | 0.4 | -1.2 | 13.0 | 7.9 | -3.1 | -9.2 | -1.0 | -1.4
Cc1ccc(C(C(=O)NCc2ccco2)N(C(=O)Cn2nnc3ccccc32)c2ccccc2)o1 (stereo not given) | 1.2 | 1.9 | 4.1 | 1.5 | 7.8 | 7.1 | -4.8 | -1.6 | -1.5
O=C(Nc1cccc(F)c1)N1CCc2nc(NCc3cccc(Oc4ccccc4)c3)ncc2C1 | 1.8 | -2.3 | x | -9.1 | x | 17.0 | -0.7 | x | -0.5
CCOC(=O)C1CCCN(C(=O)Cc2c(F)cccc2Cl)C1 (stereo not given) | -0.8 | 1.4 | 7.2 | -0.2 | 0.5 | 2.1 | 0.5 | 0.3 | -0.4
CCN1CCN(S(=O)(=O)c2cc(OC)ccc2OC)CC1 | 0.7 | 1.2 | -2.9 | -2.8 | -0.4 | 0.6 | 5.7 | 2.5 | -6.5
CN(C)C(=O)c1ccccc1NC(=O)Cc1cccc2ccccc12 | 3.1 | -3.9 | 3.6 | 22.4 | 2.4 | 20.5 | 0.2 | -3.7 | 0.0
CCOC(=O)C1CCCN(C(=O)c2cc(S(=O)(=O)N(C)C)ccc2N2CCCC2)C1 (stereo not given) | -1.4 | 0.4 | 2.0 | -0.6 | 4.1 | -6.5 | -2.8 | x | 0.4
COc1ccc2cc(C(=O)/C=C/c3cc(OC)c(OC)c(OC)c3)ccc2c1 | 0.7 | -2.8 | -15.3 | 11.9 | 10.9 | 16.2 | -4.9 | 2.4 | -1.0
CC1(C)CC(=O)/C(=C(\O)CCCN2C(=O)c3ccccc3C2=O)C(=NCC(=O)O)C1 | -0.8 | x | 0.7 | -7.6 | 16.8 | -1.6 | -4.9 | 2.8 | -5.1
O=C(/C=C\c1cccs1)N1CCN(Cc2ccc3c(c2)OCO3)CC1 | 0.6 | 12.8 | -4.0 | 0.1 | 0.2 | 0.6 | -8.2 | 2.3 | -3.1
CCc1ccccc1NC(=S)NC1CC2CCC(C1)N2Cc1ccc(F)cc1 (stereo not given) | 0.5 | x | -9.6 | -3.5 | 2.8 | 3.3 | -4.6 | 0.1 | -3.9
COc1ccc(C(C)NC(=O)c2ccc(Cl)cc2)cc1OC (stereo not given) | 4.8 | x | -9.3 | -10.4 | -3.5 | 7.3 | -2.5 | 0.0 | -1.4
COc1cc(/C=C2/SC(=S)N(Cc3ccccc3)C2=O)cc(OC)c1O | -3.0 | -3.5 | -31.7 | -0.3 | 1.0 | 5.2 | 3.7 | -1.1 | 0.2
CCOc1ccc(CCNC(=O)COC(=O)c2cccc(S(=O)(=O)N3CCCC3)c2)cc1OCC | -0.5 | -1.6 | -1.3 | x | -2.9 | 0.3 | 1.5 | 1.2 | -2.1

High-throughput results deposited in PubChem by several laboratories.
